VEEV TC-83 Vero: inhibitors of VEEV TC-83 cytopathic effect, confirmation, Vero cells (AID 588727); Vero cells, VEEV TC-83 cytopathic effect inhibition; higher % means a stronger effect; inhibition, % at 20 µM, or IC50 in µM where a hit was titrated; 350,000 compounds, 0.13% hits; in the data active = a potency from the dose series; inconclusive = inhibition mostly from about 14% at the one dose, without a potency; inactive = the rest, 99 in 100 with inhibition below about 12%; note: strong numbers were not always called active
influenza NS1A: H1N1 influenza NS1A inhibitors, functional cell based assay (AID 504329); NS1A functional cell-based assay, percent inhibition; higher % means a stronger effect; inhibition, % at 12.5 µM, or IC50 in µM where a hit was titrated; 340,000 compounds, 0.3% hits; in the data active = a potency from the dose series; inconclusive = inhibition above about 27% without an active follow-up result; note: strong numbers were not always called active
M. tuberculosis HTS: M. tuberculosis growth inhibition, HTS (AID 449762); M. tuberculosis H37Rv growth inhibition, 7H9 media; higher % means a stronger effect; 330,000 compounds, 0.59% hits; inhibition, % at 25 µM, or IC50 in µM where a hit was titrated; in the data active = a potency from the dose series; inconclusive = inhibition above about 70% without an active follow-up result;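 note: bacterial growth assessed after seven days of incubation; strong numbers were not always called active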
PhoP GFP inhibition: PhoP regulon inhibitors, Salmonella typhi PhoP promoter GFP reporter, confirmatory (AID 1850); Salmonella Typhi PhoP-promoter GFP reporter, fluorescence, 4 h; higher % means a stronger effect; inhibition, % at 50 µM, or IC50 in µM where a hit was titrated; 310,000 compounds, 0.33% hits; in the data active = a potency from the dose series; inconclusive = inhibition mostly from about 25% at the one dose, without a potency; inactive = the rest, 99 in 100 with inhibition below about 19%;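 note: 0% = induced wells with vehicle and 100% = uninduced wells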
tuberculosis growth: growth inhibition of non-replicating M. tuberculosis (AID 488890); 320,000 compounds, 0.39% hits; inhibition, % at 25 µM, or IC50 in µM where a hit was titrated; Mycobacterium tuberculosis non-replicating, growth inhibition; higher % means a stronger effect; in the data active = a potency from the dose series; inconclusive = inhibition mostly from about 82% at the one dose, without a potency; inactive = the rest, 99 in 100 with inhibition below about 76%;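 note: plate controls were DMSO cells for no effect and high antibiotic wells for full effect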
VEEV TC-83 Vero 10K pilot screen: further read-out of VEEV TC-83 Vero, marked with its call; inhibition, %; measured here: 10K pilot screen inhibition
Numbers without * were called inactive; i = inactive; ? = inconclusive; · = no result given.

SMILES | VEEV TC-83 Vero | influenza NS1A | M. tuberculosis HTS | PhoP GFP inhibition | tuberculosis growth | others
Cc1cc[n+](-c2[nH]c(=O)sc2/C=N/NC([S-])=Nc2ccccc2)cc1C | 4.9% | 6% | 2% | 3% | -12% | VEEV TC-83 Vero 10K pilot screen=2.4
Brc1ccc(-c2nc(-c3cccnc3)no2)o1 | i | 8% | -6% | -4% | 10%
CCCC1(C(=O)OC)NC(c2ccco2)C2C(=O)N(c3ccc(C)cc3)C(=O)C21 (centres undefined) | 4.8% | 5% | 1% | 0% | -9%
CC(=O)N1CCc2cc(S(=O)(=O)CCC(=O)NCCc3ccc(C)cc3)ccc21 | 0.6% | 6% | 2% | -7% | -15%
CCOC(=O)c1ccc(N(C(=O)c2cnccn2)C(C(=O)NC2CCCCC2)c2cn(C)nc2C)cc1 (centres undefined) | i | -4% | -5% | -1% | -1%
CCn1c(=O)n(CC)c2cc(N3CCCC3)c(NC(=O)c3cc(Br)ccc3OC)cc21 | · | · | 40% | -10% | 31%
COc1ccc(S(=O)(=O)N(CC(=O)NC(C)C)Cc2ccccc2)cc1 | i | 25% | -8% | -2% | 6%
COc1ccc(NC(C)C(=O)N/N=C/c2ccccc2OCc2cccc(Br)c2)cc1 (centres undefined) | 0.3% | -7% | 5% | -9% | 5%
O=C(CCc1nc2ccccc2[nH]1)Nc1ccccc1F | i | -9% | -10% | 10% | 8% | VEEV TC-83 Vero 10K pilot screen=0.4
CCOc1ccc(CCNC(=O)COC(=O)COc2ccc(Cl)cc2)cc1OCC | 0.1% | 0% | -3% | 5% | -8%
CC(C)Oc1cccc(C(=O)C2CCCN(Cc3cnn(C(C)C)c3)C2)c1 (centres undefined) | 0.3% | -5% | -4% | -1% | 16%
Cc1cc(C(=O)N(C)C2CCCCC2)no1 | 0.9% | 17% | -17% | -5% | -11%
COc1ccccc1C(C)NC(=O)c1cc(S(=O)(=O)N2CCCCC2)ccc1C (centres undefined) | i | 2% | -12% | · | 38%
COc1ccc(/C(C)=N/NC(=O)OC(C)(C)C)cc1[N+](=O)[O-] | 3.5% | -3% | 5% | -3% | -5%
Cc1ccc(Nc2nc(N)nc(CN3CCN(c4ccccc4)CC3)n2)cc1Cl | ? | 2% | 5% | -7% | 74%
O=C(NC1CCCCC1)C(c1ccncc1)N(CC1CCCO1)C(=O)C(F)(F)F (centres undefined) | i | 0% | 5% | 0% | 21%
O=C(O)c1ccc(S(=O)(=O)c2ccc3c(c2)C(=O)N(NC(=O)c2ccc(O)cc2)C3=O)cc1 | 1.2% | 0% | -2% | -1% | 0%
CCCCc1ccc(N=N/C(C(=O)Nc2cc(OC)c(NC(C)=O)cc2OC)=C(/C)O)cc1 | i | 2% | 11% | -7% | -15%
O=S(=O)(NCc1ccncc1)c1ccc(S(=O)(=O)NCC2CCCO2)cc1 (centres undefined) | i | -2% | -11% | -3% | 8%
O=C(/C=C/c1ccc2c(c1)OCO2)NC1CCCC1 | 0.6% | 20% | 2% | -1% | 27%
CN(C)c1ccc(/C=N/NC(=O)CNC(=O)/C=C/c2ccccc2)cc1 | 0.8% | 10% | -11% | -12% | -2%
CC(NC(=O)Cn1cnc([N+](=O)[O-])n1)c1ccccc1 (centres undefined) | i | 3% | 2% | 10% | -6%
CC(=O)c1ccccc1OCC(O)CN1CCN(C(c2ccccc2)c2ccccc2)CC1 (centres undefined) | 0.2% | -1% | 48% | -4% | 12%
COc1ccc(CNC(=O)C2CCCN2CCc2ccccc2)cc1OC (centres undefined) | 0.9% | -10% | 3% | 3% | 12%
Cc1c(CCOC(=O)C23CC4CC(CC(C4)C2)C3)sc[n+]1Cc1ccccc1 | 2.8% | -2% | 10% | -4% | 58%

Brought forward from above: 2 compounds; new compounds follow.
SMILES | VEEV TC-83 Vero | influenza NS1A | M. tuberculosis HTS | PhoP GFP inhibition | tuberculosis growth | others
COc1ccc(CNC(=O)C2CCCN2CCc2ccccc2)cc1OC (centres undefined) | 0.9% | -10% | 3% | 3% | 12%
Cc1c(CCOC(=O)C23CC4CC(CC(C4)C2)C3)sc[n+]1Cc1ccccc1 | 2.8% | -2% | 10% | -4% | 58%
NS(=O)(=O)c1ccc(NC(=O)CSc2nc(Nc3ccccc3)nc(N3CCOCC3)n2)cc1 | 4.2% | -6% | 1% | -1% | 11%
O=C(c1cc(COc2ccc(F)cc2F)on1)N1CC[C@@H]2CCCC[C@H]2C1 | i | -10% | 8% | -5% | 2%
CC(C)(CCO)Nc1ncnc2onc(-c3ccc(F)cc3)c12 | 0.2% | -12% | 11% | -1% | 4%
Cc1nnc(NC(=O)CN2C(=O)c3ccccc3S2(=O)=O)s1 | 1.3% | -13% | -4% | 9% | 4%
Cc1ccc2nc(NCC(=O)O)nc(-c3ccccc3)c2c1 | 0.3% | -14% | -7% | 3% | 6%
O=C(C1CC(=O)N(c2ccccc2)C1)N1CCN(c2ccccc2F)CC1 (centres undefined) | 2.8% | -1% | 0% | -2% | -9%
N#CC1(NC(=O)Cn2cc(C(F)(F)F)ccc2=O)CCCC1 | 4.8% | -4% | -12% | · | -6%
Cc1ccc(SCC(=O)NC(=O)Nc2ccc3c(c2)OCCO3)cc1C | 1.4% | -6% | 3% | 0% | 57%
COc1cc(-c2noc(C)c2C#Cc2nccn2C)cc(OC)c1OC | 7.1% | -1% | ? | 1% | -2%
Cc1cn(C2CC(OC(=O)C(C)C)C(CO)O2)c(=O)[nH]c1=O (centres undefined) | i | -5% | 19% | · | 5%
COC(=O)C(O)(c1ccc(NC(=S)NC(=O)c2ccc(Cl)cc2Cl)c(C)c1)C(F)(F)F (centres undefined) | 2.4% | 20% | 4% | 1% | ?
COCCCNC(=O)CN(c1cccc(Cl)c1C)S(C)(=O)=O | 0.7% | 4% | 0% | 1% | 2%
CS(=O)(=O)N1CC2CCCN2c2cc(C(F)(F)F)ccc21 (centres undefined) | 1.9% | 7% | 7% | 2% | 4%
CCCCCn1c(SCCOCC)nc2c1c(=O)[nH]c(=O)n2C | 2.2% | 7% | -6% | -4% | -5%
O=C(CSc1nc(Nc2ccccc2)nc(N2CCOCC2)n1)Nc1cccc([N+](=O)[O-])c1 | i | 1% | 31% | 4% | 26%
CC(C)(C)c1ccc2c(c1)N(CC(=O)N1CCOCC1)C(=O)CO2 | 6.3% | -7% | 6% | -5% | -14%
O=C(Nc1nnc(SCc2ccc(F)cc2)s1)C1Cc2ccccc2CN1C(=O)c1ccco1 (centres undefined) | 9.6% | 7% | 48% | 2% | 29%
O=C(CN(C(=O)c1ccccc1Cl)C1CCCCC1)Nc1ccc(Cl)c([N+](=O)[O-])c1 | 0.1% | 16% | -3% | 1% | 29%
CCN(CC)S(=O)(=O)c1ccc2oc(C(=O)N3CCc4ccccc4C3)c(C)c2c1 | 9.4% | 2% | 11% | -1% | 30%
CN(C)C(=O)OCc1n(C)cc[n+]1C | 1.6% | 5% | 4% | -4% | -7%
COc1cccc(-c2cc(C(=O)Nc3c(C)nn(Cc4ccccc4)c3C)no2)c1 | i | 0% | 29% | -13% | 13%
CC(C)C1NC(=S)N(Cc2ccccc2)C1=O (centres undefined) | 5.1% | 6% | 5% | -7% | -3%
C=CCCC1(CC(C)C)C(=O)NC(=S)NC1=O | 0.3% | 0% | · | · | ·
COc1c(-c2ccc(O)cc2)oc2cc(O)cc(O)c2c1=O | 5.9% | -8% | -9% | -2% | -6%
COc1ccc(CCNC(=O)c2cc(-c3ccco3)nc3ccccc23)cc1 | · | · | -12% | 0% | 14%

4 records drawn at random from those above:
SMILES | VEEV TC-83 Vero | influenza NS1A | M. tuberculosis HTS | PhoP GFP inhibition | tuberculosis growth | others
NS(=O)(=O)c1ccc(NC(=O)CSc2nc(Nc3ccccc3)nc(N3CCOCC3)n2)cc1 | 4.2% | -6% | 1% | -1% | 11%
O=C(CN(C(=O)c1ccccc1Cl)C1CCCCC1)Nc1ccc(Cl)c([N+](=O)[O-])c1 | 0.1% | 16% | -3% | 1% | 29%
C=CCCC1(CC(C)C)C(=O)NC(=S)NC1=O | 0.3% | 0% | · | · | ·
O=C(c1cc(COc2ccc(F)cc2F)on1)N1CC[C@@H]2CCCC[C@H]2C1 | i | -10% | 8% | -5% | 2%

Further structures.
SMILES | VEEV TC-83 Vero | influenza NS1A | M. tuberculosis HTS | PhoP GFP inhibition | tuberculosis growth | others
Cc1noc(C)c1COc1ccc(C(=O)O)cc1 | 1.1% | -4% | -6% | 1% | -10%
CCOC(=O)c1cc(-c2ccc(C)cc2)n(CC(=O)NCc2ccco2)c1C | 0.8% | 6% | -9% | -5% | -17%
COC(=O)[C@@H]1C[C@H]1[C@@H](NS(=O)(=O)c1ccccc1)c1ccccc1 | 0.5% | -5% | -1% | -2% | -10%
COc1ccc(/C(C#N)=C/c2ccccn2)cc1 | 0.7% | -26% | 8% | -5% | 11%
CCn1c(=O)c(=O)[nH]c2cc(C(=O)Nc3ccc(S(=O)(=O)N4CCCC4)cc3)ccc21 | 3.0% | -21% | -6% | 0% | 15%
Cn1ncc(Cl)c1C(=O)NC1CCCC1 | 1.5% | -14% | -14% | 3% | 0%
Cc1ccccc1CN1CCN(CC(=O)NCc2ccc3c(c2)OCO3)C1=O | 2.5% | 23% | 5% | -7% | 19%
CCc1nnc(NC(=O)CSc2nc3ccccc3o2)s1 | 2.1% | 1% | 59% | -6% | ?
O=S(=O)(c1ccc2nc(COc3ccccc3)[nH]c2c1)N1CCOCC1 | i | 7% | -5% | -12% | ·
COc1cccc(-c2nnc(-c3ccc(C(F)(F)F)cc3)o2)c1OC | 0.6% | -5% | 0% | 1% | 38%
O=C(Cc1ccc(NC(=O)C2CCN(C(=O)c3ccccc3)CC2)cc1)Nc1cccc(C(=O)N2CCCCC2)c1 | 0.5% | -20% | · | · | ·
CC(C)(CC(=O)O)CC(=O)N1CCN(c2nc3cc(Cl)ccc3s2)CC1 | i | -38% | 2% | -4% | -3%
CCOC(=O)CNC(=O)CN1CCCN(S(=O)(=O)c2ccc(Br)s2)CC1 | i | 2% | -1% | 3% | 30%
O=C(CCC1CC(=O)Nc2ccccc21)NCc1ccc(F)cc1 (centres undefined) | 1.5% | -1% | · | -10% | ·
Cc1cccc(-c2oc3ccc(-c4ccc5c(c4)OCO5)cc3c2C#Cc2cncn2C)c1 | i | 2% | 2.9µM* | · | -21%
CCC(=O)N=c1sc2ccccc2n1-c1ccccc1 | 3.4% | -1% | -8% | -4% | -5%
C=CCNC(=S)Nc1ccccc1-c1nnc2n1CCCCC2 | i | 10% | 8% | 3% | 14%
O=C(Cc1ccc2c(c1)OCCO2)Nc1cc(C(F)(F)F)ccc1N1CCOCC1 | 5.7% | -15% | · | · | ·
Cc1[nH]nc2oc(=O)c(CCO)c(C)c12 | 1.1% | 4% | -13% | -15% | 0%
COc1ccc(NCc2nnc(SCC(=O)Nc3cccc(C)c3)o2)cc1 | 4.0% | 7% | ? | 5% | 58%
Cc1ccc(N2CCN(/N=C/c3c(C)nn(-c4ccccc4)c3Cl)CC2)cc1 | i | 6% | 6% | 1% | -8%
Cc1ccc(C(O)C(=O)c2ccco2)cc1 (centres undefined) | 0.3% | -4% | 3% | 3% | 10%
c1ccc2c(CCNC3=NCCC3)c[nH]c2c1 | i | 11% | -1% | 1% | 17% | VEEV TC-83 Vero 10K pilot screen=1.1
CCOC(=O)NC1(C(F)(F)F)N=C(c2ccccc2)NC1=O (centres undefined) | i | 0% | -4% | -1% | -15%
Cc1ccc(NC(=O)Cn2c(CCC(=O)O)ccc2-c2cccs2)cc1 | 1.6% | 11% | -4% | -8% | -4%
Additional results follow:
SMILES | VEEV TC-83 Vero | influenza NS1A | M. tuberculosis HTS | PhoP GFP inhibition | tuberculosis growth | others
Cc1ccc(-c2csc(N)n2)cc1 | i | 6% | · | · | ·
O=C(Nc1ccccc1C(=O)O)c1cccc(NC(=O)c2ccco2)c1 | 0.9% | -6% | 6% | -4% | -13%
COc1ccc(Cc2c(O)nc(SCC(=O)c3ccc(OC)cc3)[nH]c2=O)cc1 | 0.9% | 0% | -11% | 9% | 36%
O=C(CSc1ccc([N+](=O)[O-])cc1)Nc1cccc(S(=O)(=O)Nc2ccccc2F)c1 | 0.2% | 5% | 14% | 3% | ?
CCN(c1ccccc1)S(=O)(=O)c1cc2c3c(c1)C(C)C(=O)N3CCC2 (centres undefined) | 2.7% | -15% | -3% | 4% | 13%
O=C(Nc1ccc([N+](=O)[O-])cc1)Nc1ccon1 | 8.9% | 13% | 8% | -4% | -1%
Cc1cc(C)c2c(ccc3ccccc32)n1 | 0.8% | -1% | · | · | ·
CC1CN(C(=O)Cc2ccc(-c3ccccc3)cc2)CC(C)O1 (centres undefined) | i | 0% | -5% | 6% | 5%

The order is random; about 1.6% have a hit in one of these screens.
